From PubChem BioAssay
VIM-2 inhibitor: inhibitors of Pseudomonas aeruginosa VIM-2 metallo-beta-lactamase. inhibition, % at 5.6 µM. purified VIM-2, nitrocefin hydrolysis, epi-absorbance fluorescence. 290,000 tested, 0.89% active;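 active = inhibition above the mean of all tested compounds plus 3 SD, cutoff set per screening run, cut at about 7.5% in these data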;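 also: red hydrolysis product quenches plate fluorescence so inhibitors raise well fluorescence; 0% = enzyme with DMSO and 100% = DMSO without enzyme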
PHOSPHO1 inh: PHOSPHO1 (human) inhibition | inhibition, % at 13.3 µM | recombinant PHOSPHO1, absorbance phosphatase assay | 290,000 tested, 1.1% active | Q8TCT1; in the data active = inhibition above about 60%
Target sequence (Q8TCT1 whole entry, looked up): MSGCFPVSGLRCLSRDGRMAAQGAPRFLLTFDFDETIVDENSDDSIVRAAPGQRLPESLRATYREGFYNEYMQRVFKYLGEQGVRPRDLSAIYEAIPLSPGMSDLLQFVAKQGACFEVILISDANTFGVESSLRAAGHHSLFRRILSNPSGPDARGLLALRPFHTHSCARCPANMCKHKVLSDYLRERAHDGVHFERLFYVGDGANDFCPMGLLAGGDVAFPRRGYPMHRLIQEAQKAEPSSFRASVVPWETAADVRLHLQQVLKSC
IDE cell inh: inhibits human insulin-degrading enzyme in HEK cells | FAbetaB cleavage, fluorescence polarization | inhibition, % at 5.59 µM | 320,000 tested, 0.41% active | AID 434962;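 active = percent inhibition above the average of all tested compounds plus 3 SD, set per screening campaign, cut at about 16% in these data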;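 also: IDE supplied by intact live HEK cells; FP after avidin binding of uncleaved biotin substrate so inhibition keeps polarization high; 0% = DMSO wells and 100% = 60 µM reference IDE inhibitor Ii1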
GPR7 antag: antagonists of human GPR7 (neuropeptides B/W receptor 1); P48145; GPR7-expressing cells, fluorescence antagonist assay; inhibition, % at 4.4 µM; 290,000 tested, 1.1% active; AID 1861; in the data active = inhibition above about 16%, passing the limit was not always enough;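 also: cells stimulated with the agonist NPW; 0% = agonist with vehicle and 100% = vehicle without agonist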
Target sequence (P48145 whole entry, looked up): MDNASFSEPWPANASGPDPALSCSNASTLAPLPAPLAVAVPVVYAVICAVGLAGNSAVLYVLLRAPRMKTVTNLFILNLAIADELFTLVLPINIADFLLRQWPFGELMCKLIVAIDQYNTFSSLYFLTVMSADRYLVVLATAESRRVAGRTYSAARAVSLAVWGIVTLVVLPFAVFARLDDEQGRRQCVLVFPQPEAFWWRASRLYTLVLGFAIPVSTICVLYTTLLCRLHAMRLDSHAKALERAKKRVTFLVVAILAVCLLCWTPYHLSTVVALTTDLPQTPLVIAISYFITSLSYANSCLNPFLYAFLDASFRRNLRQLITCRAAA
PfM18AAP inh: PfM18AAP enzyme inhibition. recombinant PfM18AAP, H-Glu-NHMec fluorogenic cleavage. inhibition, % at 7.35 µM. 290,000 tested, 1.2% active;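 active = inhibition above the campaign mean inhibition over all tested compounds plus 3 SD, cut at about 28% in these data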;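 also: 0% = plate median of test compound wells and 100% = 2 mM ZnCl2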
IMP-1 inh: inhibitors of Pseudomonas aeruginosa IMP-1 metallo-beta-lactamase | purified IMP-1, nitrocefin hydrolysis, epi-absorbance fluorescence | inhibition, % at 5.6 µM | 290,000 tested, 0.45% active | AID 1556;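 active = inhibition above the mean plus 3 SD of all compounds in the same screening run, cut at about 4.5% in these data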;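 also: 0% = IMP-1 with DMSO and 100% = DMSO wells lacking enzyme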
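System: purified IMP-1; amount: IMP-1 0.2 nM before substrate addition; compound: single dose, 5.6 µM; times: 25 °C, 15 min preincubation, 25 min reaction; signal: Epi-absorbance via hydrolysed-nitrocefin quenching of white-plate fluorescence, 480/530 nm, EDTA stop; benchmarks: DMSO with and without IMP-1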
IDE act: IDE (human) activation, cell-based; P14735; HEK cells, FAbeta-B cleavage, fluorescence polarization; 0% vehicle, 100% cell-free pure enzyme wells; activation, % at 5.96 µM; 340,000 tested, 0.073% active;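 active = activation above the mean of all tested compounds plus 3 SD, set per screening campaign, cut at about 17% in these data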
NALP1 yeast inh: inhibitors of NALP1 inflammasome in yeast. AID 2071. inhibition, % at 10 µM. 280,000 tested, 0.61% active. S. cerevisiae NALP1/ASC/caspase-1 growth, X-gal OD620, 72 h; in the data active = inhibition mostly above about 24%, no sharp cut-off; inactive = mostly below about 32%; also: some compounds called inactive have numbers as strong as hits
p-CIP stab down: compounds decreasing mouse p/CIP protein stability; F442A p/CIP-EGFP cells, EGFP fluorescence, 16 h; decrease of EGFP signal, % at 10 µM; Q05BA5; 290,000 tested, 0.01% active;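 active = EGFP signal decrease of at least 30% at 10 µM or well 3 SD below plate mean, unless failing retest; inactive = the rest, including hits failing retest or dose response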; also: some compounds called inactive have numbers as strong as hits; many of its hits are not listed in these tables
Starred values were filed as active, the others as inactive; . = not tested or not shown.

SMILES | VIM-2 inhibitor | PHOSPHO1 inh | IDE cell inh | GPR7 antag | PfM18AAP inh | IMP-1 inh | IDE act | NALP1 yeast inh | p-CIP stab down
S=c1[nH]nc(CCc2ccccc2)n1-c1ccc(Cl)cc1 | -4.4 | -22 | 1 | -2 | 20 | -4.5 | 0 | -20 | -7
O=C(Cc1cccs1)N1CCN(C(=O)C2CCCO2)CC1 (configuration not stated) | 0.1 | -10 | -5 | -5 | -12 | 2.2 | 5 | 11 | -24
CCN(CC)S(=O)(=O)c1cccc(C(=O)N/N=C/c2ccccc2OCC(=O)O)c1 | 1.1 | -34 | -3 | 20 | -15 | 1.4 | 5 | -4 | -20
Cc1onc(-c2ccccc2)c1C(=O)Nc1nnc(C(C)C)s1 | -0.5 | -125 | -2 | -9 | 2 | -0.7 | 7 | 7 | -10
CCn1cc(C(=O)N2CCCC2)c(=O)c2cc(S(=O)(=O)N3CC(C)CC(C)C3)ccc21 (configuration not stated) | -1.2 | 27 | -3 | 10 | -4 | 0.0 | -2 | 15 | 3
C=CCN1C(=O)C(=O)N(Cc2nc3ccccc3s2)C1=O | -3.7 | 46 | -3 | 4 | -1 | -2.4 | 1 | -1 | 1
Cc1cc(C)n(CC(=O)N/N=C/c2cc(Br)cc([N+](=O)[O-])c2O)n1 | -0.3 | 13 | 3 | -7 | -9 | -0.7 | -2 | -20 | -2
O=C(CCSc1ccccc1)Nc1ccc(OCc2ccccc2)cc1 | -5.0 | -35 | -6 | -2 | 0 | -2.8 | 1 | -4 | 1
O=c1cc(CSc2nc(NCc3ccccc3)c3ccccc3n2)nc2ccc(Cl)cn12 | -0.7 | -9 | 2 | 2 | 8 | -1.8 | -2 | 29 | -18
CCN(CC(=O)NCc1ccc(F)cc1)CC(=O)Nc1ccc(S(=O)(=O)N2CCCC2)cc1 | -0.3 | -2 | 0 | 2 | -11 | -0.8 | 5 | -2 | 9
O=c1c(Cc2ccc(Cl)cc2Cl)c(O)ccn1Cc1ccncc1 | -2.5 | 32 | 11 | -21 | -17 | -2.9 | 0 | -23 | -16
CC(=O)N1CSCC1C(=O)O (configuration not stated) | -0.4 | 18 | 5 | -1 | 13 | -4.1 | -1 | 0 | 5
COc1ccc(CCNC(=O)c2cc([N+](=O)[O-])cc([N+](=O)[O-])c2)cc1OC | 0.1 | 11 | . | 5 | -16 | -0.7 | 3 | 4 | -7
CC1(C(=O)Nc2cccc(S(=O)(=O)N3CCOCC3)c2)Cc2ccccc2C(=O)O1 (configuration not stated) | -3.2 | 32 | 6 | -13 | -5 | -3.8 | 1 | -23 | -1
Cc1ccc2c(c1)NCC(C(=O)NC1CCCCC1)O2 (configuration not stated) | -1.7 | 38 | -2 | 3 | -10 | -1.5 | 11 | 10 | -9
CCCCCCCN=CC1=C(O)CC(c2ccccc2)CC1=O (configuration not stated) | -1.7 | 13 | 7 | -10 | -4 | 0.8 | 1 | 45 | -10
O=C(CNS(=O)(=O)c1ccc(F)c(Cl)c1)NCCc1ccccc1 | -2.6 | 34 | -1 | -2 | -2 | -5.3 | -2 | 5 | -9
CCCNC(=O)c1ccc(C2SCC(=O)N2CCc2ccccc2)cc1 (configuration not stated) | -0.9 | 9 | 2 | -5 | -13 | -3.2 | -2 | 35 | 4
CCCCNc1ccc2nsnc2c1[N+](=O)[O-] | -1.6 | -3 | 1 | -12 | 4 | -3.7 | -5 | 12 | 2
CC(C)N1CCc2c(sc(NC(=O)c3ccc([N+](=O)[O-])o3)c2C(N)=O)C1 | -2.1 | 28 | 5 | 1 | 1 | -4.8 | 2 | 10 | -11
COc1ccc2nc(C)cc(SCC(=O)N3CCCCC3)c2c1 | 1.1 | -22 | 3 | -1 | -4 | -5.7 | -5 | 9 | -4
O=C(Nc1ccon1)c1cccc(S(=O)(=O)N2CCCCC2)c1 | -1.9 | 54 | -3 | -8 | 1 | -1.3 | 0 | -9 | -1
COc1ccc(OC)c(C(c2c(C)[nH][nH]c2=O)c2c(C)[nH][nH]c2=O)c1 | -2.2 | -18 | -1 | -4 | 19 | -3.2 | 2 | 6 | -1
C[C@@H]1CN(C(=O)c2nc3ccc(Cl)cn3c2CN(C)CCc2cnn(C)c2)C[C@H](C)O1 | -2.1 | 17 | -3 | -6 | 5 | -1.1 | 4 | 3 | 6
C=CCNc1nnc(Sc2ncccc2[N+](=O)[O-])s1 | 0.1 | 44 | 1 | 2 | -8 | -3.2 | 0 | 4 | 16
S=C(NC1CCCCCC1)NC1CCCC1 | -1.1 | -12 | 6 | -2 | -2 | -2.3 | 2 | 3 | -16
CC1(c2ccc(OC(F)F)cc2)NC(=O)N(CC(=O)Nc2ccccc2)C1=O (configuration not stated) | -2.1 | 40 | -2 | 89* | 0 | -2.1 | 1 | -2 | -8
O=C(/C=C/c1ccccc1)NC(=S)NNS(=O)(=O)c1ccccc1 | -0.2 | 40 | -1 | -4 | 5 | -1.9 | -5 | -1 | -20
O=C(OC1CCCCC1)c1ccc2c(c1)C1C=CCC1C(C(=O)O)N2 (configuration not stated) | -3.4 | 83* | . | -12 | 11 | -2.5 | . | 24 | 1
COc1ccc(CCN=C(N)NS(=O)(=O)c2ccc(F)cc2)cc1OC | -1.5 | 38 | -3 | -16 | -9 | -1.8 | 2 | 8 | 1

3 structures out of the list, ordered by molar mass, low to high.
SMILES | VIM-2 inhibitor | PHOSPHO1 inh | IDE cell inh | GPR7 antag | PfM18AAP inh | IMP-1 inh | IDE act | NALP1 yeast inh | p-CIP stab down
CCCCCCCN=CC1=C(O)CC(c2ccccc2)CC1=O (configuration not stated) | -1.7 | 13 | 7 | -10 | -4 | 0.8 | 1 | 45 | -10
Cc1onc(-c2ccccc2)c1C(=O)Nc1nnc(C(C)C)s1 | -0.5 | -125 | -2 | -9 | 2 | -0.7 | 7 | 7 | -10
COc1ccc2nc(C)cc(SCC(=O)N3CCCCC3)c2c1 | 1.1 | -22 | 3 | -1 | -4 | -5.7 | -5 | 9 | -4

Next part:
SMILES | VIM-2 inhibitor | PHOSPHO1 inh | IDE cell inh | GPR7 antag | PfM18AAP inh | IMP-1 inh | IDE act | NALP1 yeast inh | p-CIP stab down
COc1ccc(-n2ncc3c2CC(C)(C)CC3NC(=O)c2cn[nH]c2)cc1 (configuration not stated) | -2.6 | 36 | . | -3 | 1 | -3.3 | -4 | 19 | -10
CC1(C)CC(=O)C2=C(C1)Nc1ccccc1NC2c1cccnc1 (configuration not stated) | . | 7 | 3 | . | . | . | 0 | 18 | 3
O=c1nc2ccc(Cl)cn2c2ccc(S(=O)(=O)N3CCCCC3)cc12 | 5.5 | -1 | 4 | -3 | -3 | -0.3 | -5 | -28 | 2
CCCn1c(NCc2cccc(OC)c2O)nc2ccccc21 | 1.0 | -17 | 1 | -2 | -3 | -2.2 | 4 | -47 | 2
O=C(CSc1nnc(COc2ccc(Cl)cc2)o1)N1CCCCC1 | 1.1 | -1 | 4 | -10 | -3 | 3.0 | 0 | 10 | -7
CCCc1ccc(NC(=O)C2CCCN(c3cnccn3)C2)cc1 (configuration not stated) | 1.3 | 34 | 2 | -9 | -8 | 1.3 | 1 | 22 | -2
COc1cccc(N(CC(=O)NCCSCc2ccc(C)cc2)S(C)(=O)=O)c1 | -1.1 | 41 | . | 4 | 2 | -1.8 | 3 | -2 | 2
Fc1ccc(NC2=NCCCCC2)cc1 | -2.1 | -10 | 6 | -11 | -5 | -3.0 | 3 | -8 | 7
CC(CC(=O)Nc1ccc2c(c1)OCO2)c1ccccc1 (configuration not stated) | -2.6 | 30 | 0 | -21 | 2 | -3.2 | 4 | 11 | -7
Cc1c(NC(=O)c2cnn3c2NC(c2ccco2)CC3C(F)(F)F)c(=O)n(-c2ccccc2)n1C (configuration not stated) | -1.1 | 21 | -3 | -12 | 0 | -2.3 | 2 | 26 | 2
COc1ccc(C(CNC(=O)c2cc(SC)ccc2Cl)N(C)C)cc1 (configuration not stated) | -0.5 | 24 | -4 | -9 | 4 | -2.9 | 6 | 13 | 2
O=C(CCNS(=O)(=O)c1ccc(Cl)cc1)N1CCN(c2ccccn2)CC1 | -0.4 | 22 | 2 | 4 | 1 | -3.7 | 2 | -4 | -10
Cc1ccc(S(=O)(=O)N2CCN(C(C)C)CC2)cc1 | -1.7 | -30 | 9 | 2 | -1 | -2.4 | . | 6 | -8
C=CCn1c(=NC(=O)CN2C(=O)CCC2=O)sc2cccc(OC)c21 | 1.7 | -18 | -3 | -20 | 1 | -3.5 | 2 | 36 | -11
CCC(O)CC(C(=O)NNc1ccccc1)C(=O)NNc1ccccc1 (configuration not stated) | -1.2 | -26 | 3 | -12 | 10 | -1.0 | 9 | 12 | -3
COc1ccc(CN2CCN(Cc3nc4ccccc4s3)CC2CCO)c(C)c1C (configuration not stated) | -2.6 | 32 | -5 | 4 | 0 | -2.8 | 3 | 9 | -9
Cc1ccccc1/[N+]([O-])=C/c1ccncc1 | -0.7 | 5 | 2 | -7 | 1 | -7.9 | 3 | 22 | 4
CCC1CCc2c(c3ccccc3[nH]c2=O)O1 (configuration not stated) | -1.4 | 38 | 4 | 0 | -1 | -1.9 | 3 | 0 | -1
COCCNc1nc(-c2cc(-c3ccccc3)on2)cc(C(C)C)n1 | . | 13 | 1 | . | . | . | 3 | -6 | -7
CCC1(CC)NC(=O)N(CC(=O)OCC(=O)Nc2cc(C)ccc2C)C1=O | -0.3 | -15 | 1 | -11 | -15 | -3.0 | -5 | -5 | -1
Cc1cc(C)c2c(c1)-c1c(ssc1=S)C(C)(C)N2C(=O)CN1C(=O)c2ccccc2C1=O | -4.2 | 0 | -7 | -1 | 1 | -2.3 | 1 | 12 | -14
C=C(C)C1CC=C(CN2CCN(Cc3ccccc3)CC2)CC1 (configuration not stated) | -2.0 | 44 | -1 | 0 | 1 | -1.4 | 0 | 11 | 7
COc1ccc(NS(=O)(=O)c2ccc3[nH]c(=O)[nH]c3c2)cc1 | -1.9 | 29 | 1 | 0 | -5 | 0.8 | 5 | 15 | -8
Cc1cccc(NC(=O)c2ccc3nc(N4CCOCC4)sc3c2)c1C | -4.3 | -6 | -1 | -6 | 2 | -3.9 | 3 | 8 | 3
O=C(c1ccc2c(c1)N(Cc1ccccc1F)C(=O)c1ccccc1S2)N1CCOCC1 | 0.9 | 3 | 5 | -3 | -4 | -1.4 | . | . | -6
COc1ccc(C2CC(c3cc(Br)ccc3F)n3nnnc3N2)cc1 (configuration not stated) | -1.2 | -1 | -4 | 10 | 1 | -1.8 | 6 | 4 | -2
O=C(Nc1nsc(-c2ccccc2)n1)c1ccc(F)cc1 | -0.3 | 30 | -7 | -4 | -2 | -0.7 | 3 | -6 | -4

PHOSPHO1 inh: entries above that show a hit
SMILES | VIM-2 inhibitor | PHOSPHO1 inh | IDE cell inh | GPR7 antag | PfM18AAP inh | IMP-1 inh | IDE act | NALP1 yeast inh | p-CIP stab down
O=C(OC1CCCCC1)c1ccc2c(c1)C1C=CCC1C(C(=O)O)N2 (configuration not stated) | -3.4 | 83* | . | -12 | 11 | -2.5 | . | 24 | 1

Results in VIM-2 inhibitor and IDE act (2 entries from above):
mol	VIM-2 inhibitor	IDE act
CCN(CC)S(=O)(=O)c1cccc(C(=O)N/N=C/c2ccccc2OCC(=O)O)c1	1.1	5
Cc1onc(-c2ccccc2)c1C(=O)Nc1nnc(C(C)C)s1	-0.5	7
